# C8 TRAIL sens – viability loss with TRAIL in NB7+C8 cells, primary screen, TRAIL sensitizer project, cell-based, ATPlite luminescence; 1% of 360,000 active; AID 624354, 2012; inhibition (viability loss, TRAIL sensitization), % at 10 µM;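 active = compounds causing at least 50% loss of cell viability in the single-dose screen, relative to plate controls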
# LMP1 NFkB inh – EBV LMP1-driven NF-kappaB luciferase reporter inhibitors, primary screen, cell-based, luminescence, single point; LMP1-induced NF-kappaB luciferase reporter cells; inhibition, % at 12.5 µM; 0.69% of 350,000 active; AID 504558, 2011; in the data active = inhibition above about 41%;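 also: 0% = neutral control wells and 100% = reference inhibitor control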
# NCOA1 inh – SRC1 coactivator transcriptional activity inhibitors, primary screen, cell-based, luminescence; Nuclear receptor coactivator 1 (Homo sapiens), Q15788; HEK293 GAL4-SRC1 luciferase reporter; inhibition, % at 3.6 µM; 0.12% of 360,000 active; AID 588354, 2011;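 active = inhibition above the campaign mean plus 3 SD, with each screening campaign given its own cutoff, cut at about 60% in these data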;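 also: 0% = DMSO treated cells and 100% = gossypol at 36 µM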
# SRC3 inh – SRC3 coactivator transcriptional activity inhibitors, primary screen, cell-based, luminescence | AID 588352, 2011 | 0.17% of 360,000 active | HEK293 GAL4-SRC3 luciferase reporter | inhibition, % at 3.6 µM;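 active = inhibition above a per-campaign cutoff, the mean of all compounds plus 3 SD, cut at about 60% in these data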;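 also: 0% = DMSO-treated cells and 100% = gossypol-treated cells at 36 µM; higher means less SRC3-driven luciferase light from the GAL4 reporter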
# NR5A2 inv ag – LRH-1 (NR5A2) inverse agonists, primary screen, cell-based, luminescence, HEK293T, StAR-luciferase reporter | Nuclear receptor subfamily 5 group A member 2 (Homo sapiens), O00482 | LRH-1 transfected, 24 h | inhibition, % at 3.6 µM | 0.13% of 360,000 active;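 active = inhibition above the mean inhibition of all tested compounds plus 3 SD, cut at about 73% in these data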;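 also: 0% = DMSO wells and 100% = reporter-only cells lacking LRH-1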
# Target sequence (O00482 whole entry, looked up): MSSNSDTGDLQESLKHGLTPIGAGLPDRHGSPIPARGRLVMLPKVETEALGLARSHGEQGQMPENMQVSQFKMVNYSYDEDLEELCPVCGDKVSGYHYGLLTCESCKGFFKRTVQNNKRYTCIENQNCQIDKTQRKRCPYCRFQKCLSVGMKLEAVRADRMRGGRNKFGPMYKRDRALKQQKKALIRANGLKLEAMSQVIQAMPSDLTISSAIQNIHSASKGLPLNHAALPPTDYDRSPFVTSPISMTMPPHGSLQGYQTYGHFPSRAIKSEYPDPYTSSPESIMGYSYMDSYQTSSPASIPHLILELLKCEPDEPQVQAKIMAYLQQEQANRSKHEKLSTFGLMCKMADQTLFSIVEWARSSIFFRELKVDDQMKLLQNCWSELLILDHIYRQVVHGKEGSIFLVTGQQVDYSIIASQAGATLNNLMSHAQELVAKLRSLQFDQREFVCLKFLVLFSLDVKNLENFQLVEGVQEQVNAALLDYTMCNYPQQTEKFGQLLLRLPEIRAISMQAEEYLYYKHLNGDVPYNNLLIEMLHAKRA
# COUP-TFII inh – NR2F2 transcriptional activity inhibitors, primary screen, cell-based, luciferase reporter, HEK293T, luminescence | HEK293T NGFI-A luciferase reporter | inhibition, % at 8.6 µM | 0.7% of 370,000 active | AID 686940, 2013;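 active = inhibition above a per-plate cutoff, mean inhibition of test wells between control levels plus 3 SD, cut at about 38% in these data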;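 also: cells cotransfected with COUP-TFII expression vector driving the NGFI-A reporter; 0% = median of COUP-TF2 test wells and 100% = reporter-only cells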
# Target sequence (P24468 whole entry, looked up): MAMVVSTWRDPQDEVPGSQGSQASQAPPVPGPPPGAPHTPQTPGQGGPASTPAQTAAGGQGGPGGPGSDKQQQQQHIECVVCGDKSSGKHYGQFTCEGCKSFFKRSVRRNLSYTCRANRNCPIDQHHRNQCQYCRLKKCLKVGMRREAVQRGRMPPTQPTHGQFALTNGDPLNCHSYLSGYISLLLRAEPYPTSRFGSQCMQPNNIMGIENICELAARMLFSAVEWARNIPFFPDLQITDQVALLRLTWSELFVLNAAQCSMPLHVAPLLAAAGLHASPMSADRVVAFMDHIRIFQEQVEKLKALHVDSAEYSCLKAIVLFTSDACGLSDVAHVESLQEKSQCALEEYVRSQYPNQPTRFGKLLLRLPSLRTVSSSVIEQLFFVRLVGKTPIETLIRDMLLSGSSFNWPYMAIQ
# TROY signal inh – inhibitors of TROY-driven NF-kB signaling, primary screen, Q293 LMP1-TROYcd cells, NF-kB luciferase, uHTS | Q293 LMP1-TROYcd NF-kB luciferase reporter, 4 h | 0.98% of 360,000 active | inhibition, % at 10 µM;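 active = compounds whose plate-normalised and pattern-corrected inhibition of the luciferase reporter signal at the single screening dose is 50% or more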
# SRC2 inh – inhibition of GAL4-SRC2 driven luciferase reporter, primary screen, SRC2 inhibitor project, cell-based, luminescence; Nuclear receptor coactivator 2 (Homo sapiens), Q15596; HEK293 GAL4-SRC2 luciferase reporter; inhibition, % at 9 µM; 0.17% of 370,000 active; AID 651957, 2012;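 active = inhibition above the mean inhibition of all tested compounds plus 3 SD, set per campaign, cut at about 52% in these data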;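 also: 0% = DMSO treated cells and 100% = cells given Gossypol at 36 µM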
# TWEAK Fn14 block – inhibitors of TWEAK-Fn14 signaling, primary screen, luciferase reporter cells, uHTS | 2% of 360,000 active | inhibition, % at 10 µM | TWEAK-stimulated Fn14 reporter cells, luciferase luminescence, 8 h; in the data active = inhibition above about 50%
# NOD2 RIPK2 PPI – NOD2-RIPK2 binding disruptors in cells, primary screen, fluorescence, CHO cells, BLA complementation | inhibition, % at 4.98 µM | CCF4 ratio | 0.38% of 360,000 active | AID 624267, 2012 | Receptor-interacting serine/threonine-protein kinase 2 (Homo sapiens), O43353; in the data active = inhibition above about 21%;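 also: 0% = vehicle only and 100% = reference blocker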
# TLR9-MyD88 block – inhibitors of TLR9-MyD88 association in cells, primary screen, cell-based, CHO, BLA complementation, fluorescence | Toll-like receptor 9 (Homo sapiens) + Myeloid differentiation primary response protein … | CCF4 FRET ratio | inhibition, % at 4.98 µM | 0.21% of 340,000 active | AID 504734, 2011;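 active = inhibition above the mean over all tested compounds plus 3 SD, cut at about 21% in these data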;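 also: 0% = DMSO only wells and 100% = clavulanate BLA inhibitor control wells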
# * marks the source's active call; other numbers are inactive results; nt = not tested or not shown. This is a subset. The share of hits here may be higher or lower than overall.
canonical_smiles,TROY signal inh,TLR9-MyD88 block,TWEAK Fn14 block,COUP-TFII inh,SRC3 inh,LMP1 NFkB inh,C8 TRAIL sens,NCOA1 inh,SRC2 inh,NOD2 RIPK2 PPI,NR5A2 inv ag
CN(CC(=O)Nc1ccc(F)cc1)C(=O)c1ccccc1Sc1ccccc1C#N,-18,10,-10,3,2,-3,-1,-9,6,6,3
CC(=O)Nc1ccc(NC(=O)C(C)OC(=O)CCCOc2ccc(Cl)c(C)c2)cc1 (stereo not drawn),3,-1,-8,2,0,2,-13,7,-6,-8,-1
Cc1ccccc1N(CC(=O)O)S(C)(=O)=O,17,7,6,2,-8,-23,5,-4,30,-3,1
Cc1c([N+](=O)[O-])c(C/C=N/O)nn1C,4,2,-4,3,13,-11,-4,4,5,1,-21
CSc1nc(O)c(C(c2ccccc2)c2c(O)nc(SC)[nH]c2=O)c(=O)[nH]1,28,6,19,4,9,-6,-1,-5,-18,-1,2
Cc1cc(C)nc(-n2nc(C)c3c(C(F)(F)F)cc(=O)[nH]c32)n1,5,1,0,-6,12,-13,9,-6,-21,3,-7
C/C(=N\NC(=O)c1ccc(COc2ccccc2)cc1)c1ccncc1,-15,4,-4,-2,-18,-2,-4,4,-16,-1,1
COc1ccc(NC(=O)CC(CC(=O)O)c2cc(OC)c(OC)c(OC)c2)cc1 (stereo not drawn),-12,-6,-4,5,0,-1,-11,2,6,3,7
Cc1cccc(NC(=S)N=Nc2c(O)[nH]c3ccccc23)c1,-46,5,83*,2,17,34,20,7,0,-11,13
CSc1ncccc1C(=O)NC1CCCc2c1cnn2-c1ccc(C)c(C)c1 (stereo not drawn),16,-5,23,17,-12,-1,14,-6,2,-9,-4
CCc1nn(CCCC(=O)NCc2ccc(C)cc2)c(=O)c2cc3occc3n12,5,11,-22,5,10,-4,0,9,-8,-6,5
COCCCn1cc(C(=O)c2cc(OC)ccc2OCC(=O)N2CCCCC2C)cc(C#N)c1=O (stereo not drawn),-9,1,-50,-1,-1,-7,-8,-12,-17,3,-2
CN(C)C(=O)N1CCN(C(=O)N(C)C)CC1,-3,-6,4,-4,12,7,6,6,10,-1,13
C=CCN1C(=O)C(Cc2cccc(Cl)c2)S/C1=N/N=C/c1ccco1 (stereo not drawn),23,2,2,-12,-11,-13,12,18,10,2,-8
CC(C)CNC(=O)C1CCN(Cc2ccc(OCc3ccccc3)cc2)CC1,-52,2,-13,-13,-2,-8,-3,-60,-24,-6,-23
O=C(CSc1ccc(-c2ccccc2)nn1)NCC1CCCO1 (stereo not drawn),6,6,13,15,14,-14,-8,13,23,3,7
O=C(NC1CCCCC1)c1ccccc1NC(=O)C1CC(=O)N(c2ccccc2)C1 (stereo not drawn),17,1,7,-3,4,1,-12,18,17,-7,-21
CC(C)[C@H](NC(=O)[C@H](Cc1ccccc1)n1c(=O)[nH]c2ccccc2c1=O)C(=O)N1CCC[C@@H]1C(=O)O,-4,-1,10,-10,-8,4,-1,-13,11,7,18
COc1cc2c(cc1OC)C(C)N(C(=O)Cn1ncc3c1-c1ccccc1OC3)CC2 (stereo not drawn),10,-10,-30,3,11,-4,13,9,-3,1,-8
O=C(c1cc2ccccc2o1)N(Cc1ccco1)Cc1cccs1,-31,5,1,8,-23,-20,4,6,9,-3,8
C=CCNC(=O)N1CCC(CO)(Cc2ccc(Cl)cc2)CC1,4,0,3,-3,9,-7,14,16,-6,1,18
Cn1cc(S(=O)(=O)NCc2cccs2)c(=O)n(C)c1=O,5,0,-8,-11,-5,-3,-6,3,6,4,-2
CC1(C)CC(=O)C=C(NCCc2ccc(S(N)(=O)=O)cc2)C1,2,-10,-1,15,4,-1,-1,-9,2,-10,22
Cc1ccc(NC(=O)CCS(=O)(=O)c2cccc3nonc23)c(Br)c1,-7,-11,-13,2,2,1,-2,-2,-17,-8,13
O=C(Cn1c(=O)n(-c2ccc(F)cc2)c(=O)c2sccc21)N1CCCC1,-10,7,19,14,9,7,-5,1,-30,-13,0
CCN(c1cccc(C)c1)S(=O)(=O)c1ccc2c(c1)NC(=O)CS2,2,7,-2,-3,-9,3,-18,-11,13,-5,1
Nc1cc(=O)[nH]c(SCc2ccccc2)n1,-11,3,-7,-13,-13,-3,-13,-2,-19,-13,-3
O=C(Nc1ccccc1N1CCN(C(=O)c2ccc(Cl)cc2)CC1)c1cccc([N+](=O)[O-])c1,-20,-4,15,9,-8,-3,-5,10,-7,-14,25
CCCN(CC(=O)Nc1ccccc1C)C(=O)c1ccc(N2CCCC2=O)cc1,-1,1,-3,4,-6,7,7,0,-36,-12,-22
CN(C)c1ccc2nc3ccc(=O)cc-3sc2c1,-5,-2,23,6,-9,-4,30,-8,-9,-5,22
CC1CCCCC12NC(=O)N(CC(=O)N1CCN(c3ccccc3)CC1)C2=O (stereo not drawn),-5,-12,-3,-3,-3,-6,-12,2,-1,-10,-6
CC(C)Oc1ccc(F)cc1-c1cc(C(=O)N2CCc3ccccc3C2)[nH]n1,0,nt,-24,-13,-15,nt,5,-3,10,7,-24
O=C(NCC1CCCO1)c1cncc(Br)c1 (stereo not drawn),7,-5,7,-4,15,1,-2,-4,-3,-5,-7
CC(=O)N1CCC(=O)N(C(C)C)c2ccccc21,0,11,11,7,-10,3,-15,1,13,-7,14
Cc1csc(NC(=O)CSc2nnc(-c3cc(C)on3)o2)n1,-18,1,-6,12,-6,-8,-1,-9,22,-7,-9
CC(C)NC(=O)c1cc2c(s1)CCCC2,-21,-3,-5,-17,-6,-5,4,-41,-52,0,-19
Nc1nonc1-n1nnc(C(=O)N/N=C/c2cccc(Cl)c2Cl)c1CN1CCCC1,-4,-5,-48,4,-14,-11,-2,-13,22,-5,-32
O=C(COC(=O)c1ccc([N+](=O)[O-])o1)c1ccccc1,-10,1,-7,5,10,1,2,-7,-7,-1,11
COc1ccc(OC)c2c1CC(C)(C)NC2=O,-2,-12,1,-5,8,-3,-4,-7,-18,-5,16
Cc1ccc(S(=O)(=O)NCCSc2ncccn2)cc1,9,-7,16,8,4,-7,-3,-3,-47,-3,10

# Compounds above with a cyano group, in the order listed:
canonical_smiles,TROY signal inh,TLR9-MyD88 block,TWEAK Fn14 block,COUP-TFII inh,SRC3 inh,LMP1 NFkB inh,C8 TRAIL sens,NCOA1 inh,SRC2 inh,NOD2 RIPK2 PPI,NR5A2 inv ag
CN(CC(=O)Nc1ccc(F)cc1)C(=O)c1ccccc1Sc1ccccc1C#N,-18,10,-10,3,2,-3,-1,-9,6,6,3
COCCCn1cc(C(=O)c2cc(OC)ccc2OCC(=O)N2CCCCC2C)cc(C#N)c1=O (stereo not drawn),-9,1,-50,-1,-1,-7,-8,-12,-17,3,-2

# Next section.
canonical_smiles,TROY signal inh,TLR9-MyD88 block,TWEAK Fn14 block,COUP-TFII inh,SRC3 inh,LMP1 NFkB inh,C8 TRAIL sens,NCOA1 inh,SRC2 inh,NOD2 RIPK2 PPI,NR5A2 inv ag
Fc1ccc(CSc2ccc3nnc(-c4cccnc4)n3n2)cc1,-4,6,-8,-11,-1,2,-4,-10,-9,-6,4
Clc1ccc(CNc2ncnc3[nH]ncc23)cc1Cl,21,-5,-23,6,14,-6,-2,21,0,-9,-13
OCCCN1c2ccccc2Nc2nnc(-c3ccccc3)cc21,-83,1,14,-17,-87,-30,48,-75,-49,-2,-156
CCCc1nc2ccc(C)cn2c1Cc1cccc(Cl)c1,5,nt,17,-26,-80,nt,4,-50,-76,-3,-75
COc1ccc(C(CNC(=O)c2ccc(NS(=O)(=O)c3ccccc3)cc2)N2CCOCC2)cc1 (stereo not drawn),13,-2,-1,3,-6,-2,22,-8,-22,6,25
CN(C(=O)C12CC3CC(CC(C3)C1)C2)C1(C)CCS(=O)(=O)C1 (stereo not drawn),20,-1,7,1,-5,-2,-15,-14,-7,3,16
COCCn1nnnc1C(c1ccc(OC)cc1OC)N1CCN(c2ccccc2)CC1 (stereo not drawn),-22,-32,12,-4,4,10,-1,-5,-1,-12,13
OCCCNCc1ccc(-c2ccccc2)cc1,4,-2,15,-5,15,0,18,9,-17,-3,-4
O=C(COc1ccc(Cl)cc1)NN=C1CCCCCCC1,2,2,0,-11,21,3,5,9,12,3,15
CNCCC=C1c2ccccc2CCc2ccccc21,-35,-1,-9,-15,-7,6,18,-22,3,-4,-9
NC(=O)c1ccc(NC(=O)CN2C(=O)NC3(CCCCCCC3)C2=O)cc1,-8,-3,-1,5,2,-3,10,-9,-4,1,-8
O=C(NCC1CCCO1)c1cc(C(=O)C2CCCCC2)c[nH]1 (stereo not drawn),-18,-5,11,-14,4,-1,-7,7,-30,-5,-19
COc1ccccc1NC(=O)c1c(C)nn(-c2ccccc2)c1Cl,-27,-4,9,6,-6,14,11,-22,-24,-7,-33
O=C(NNC(=O)c1ccccc1-n1cccc1)c1ccccc1,-7,-3,8,21,2,-2,-6,-1,-35,1,-13
Cc1csc(NC(=O)CCc2c(C)nc3cc(-c4ccc(Cl)cc4)nn3c2C)n1,30,4,62*,49*,0,27,13,5,66*,1,9
CC1CCN(c2ccc3c(c2)S(=O)(=O)c2cccc(C(=O)NCc4ccc(F)cc4)c2C3=O)CC1,-16,6,21,-2,-7,-17,13,-37,-14,0,10
O=C(CSc1nc2ncccc2[nH]1)Nc1ccc2c(c1)OCCO2,4,-5,2,2,-17,-8,-4,-25,-10,-12,-11
CSc1ccc(NC(=O)c2cccnc2)cc1C#N,-36,12,9,-19,-6,-35,-1,-16,6,-7,-19
COc1cc(OC)cc(C(=O)N(Cc2cc3cc(C)ccc3[nH]c2=O)C(C)C)c1,nt,3,40,8,2,0,6,18,-2,3,-6
CC(=O)c1c[nH]c(C(=O)NCC2CCCO2)c1 (stereo not drawn),1,-10,0,-14,3,-2,-11,7,-22,-8,10
Cc1ccc2c(c1)N(C(=O)CCC(=O)NCCCN1CCOCC1)CCO2,2,-4,-9,-1,-3,1,5,2,0,5,17
CSc1ccc(/C=N\NC(=O)CC(=O)NC(C)C)cc1,-5,-1,0,-7,1,4,-6,-3,14,5,-11
CC(=O)NC(CC(=O)Nc1nc(-c2ccc(N(C)S(C)(=O)=O)cc2)cs1)c1ccccc1 (stereo not drawn),27,-8,7,26,8,13,14,11,-20,-3,18
Cc1cccc(Cn2c(SCCN3CCCCC3)nc3c2c(=O)[nH]c(=O)n3C)c1,-9,1,-7,-13,-8,-4,-6,7,9,5,7

# Screening data from PubChem BioAssay.
